Screening data: PubChem, several laboratories
Y pestis TopoI = blocks Yersinia pestis topoisomerase I activity | Y. pestis Topo-I cleavage product accumulation, plate reader | activity, % at 10 µM | actives 0.064% (n = 360,000) | AID 504884; in the data active = activity above about 50%, passing the limit was not always enough; inconclusive = no clear call, values can overlap the other calls; note: inactives centre near 2
FadD28 FP inh = inhibitors of Mycobacterium tuberculosis FadD28 bisubstrate binding; AID 588549; inhibition, % at 12.5 µM; FadD28 bisubstrate probe binding, fluorescence polarization; actives 0.22% (n = 360,000); in the data active = inhibition above about 8.5%, passing the limit was not always enough; inconclusive = no clear call, values can overlap the other calls
PfHsp40 yeast = rescue of PfHsp40-mediated yeast toxicity | S. cerevisiae expressing PfHsp40, growth rescue, ATP luminescence | growth rescue, % at 12.5 µM | actives 0.68% (n = 340,000); in the data active = growth rescue above about 28%, passing the limit was not always enough; inconclusive = no clear call, values can overlap the other calls;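 note: yeast W303a lacking pdr1 and pdr3 grown in galactose medium; growth measured after three days at 30 °C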
TcdB inh = inhibitors of Clostridioides difficile toxin B glycohydrolase | P18177 | TcdB glycohydrolase enzymatic assay, plate reader | inhibition, % at 9.99 µM | actives 0.24% (n = 350,000) | AID 652162; in the data active = inhibition above about 10%
BoNT A protease = blocks Botulinum neurotoxin A light chain protease | multiplex microsphere protease substrate cleavage, flow cytometry | inhibition, % at 10 µM | actives 0.17% (n = 360,000); note: plate controls were buffer without enzyme for full effect and enzyme alone for no effect
CCHFV vOTU inh = CCHFV vOTU protease inhibition; AID 651958; Pep-AMC fluorescence; actives 0.55% (n = 370,000); inhibition, % at 11.5 µM; in the data active = inhibition above about 30%; note: 0% = vehicle wells with enzyme and 100% = no enzyme wells
PrPC TRFRET = inhibitors of human cell surface prion protein PrPC; TR-FRET read-out; inhibition, % at 13.8 µM; actives 0.43% (n = 370,000); in the data active = inhibition above about 24%; note: 0% = median of the test wells and 100% = reference compound wells
BoNT-F LC inh = inhibitors of Botulinum neurotoxin F light chain protease; Multiplex microsphere protease cleavage assay, flow cytometry; inhibition, % at 10 µM; actives 0.22% (n = 360,000); AID 588497; in the data active = inhibition above about 35%, passing the limit was not always enough; inconclusive = no clear call, values can overlap the other calls; note: plate controls were buffer without enzyme for full effect and enzyme alone for no effect
Anthrax LF prot = blocks Bacillus anthracis lethal factor protease. inhibition, % at 10 µM. actives 0.12% (n = 360,000). AID 588501. multiplex microsphere protease cleavage assay, LF; note: plate controls were buffer without enzyme for full effect and enzyme alone for no effect
Target sequence (P15917 whole entry, looked up): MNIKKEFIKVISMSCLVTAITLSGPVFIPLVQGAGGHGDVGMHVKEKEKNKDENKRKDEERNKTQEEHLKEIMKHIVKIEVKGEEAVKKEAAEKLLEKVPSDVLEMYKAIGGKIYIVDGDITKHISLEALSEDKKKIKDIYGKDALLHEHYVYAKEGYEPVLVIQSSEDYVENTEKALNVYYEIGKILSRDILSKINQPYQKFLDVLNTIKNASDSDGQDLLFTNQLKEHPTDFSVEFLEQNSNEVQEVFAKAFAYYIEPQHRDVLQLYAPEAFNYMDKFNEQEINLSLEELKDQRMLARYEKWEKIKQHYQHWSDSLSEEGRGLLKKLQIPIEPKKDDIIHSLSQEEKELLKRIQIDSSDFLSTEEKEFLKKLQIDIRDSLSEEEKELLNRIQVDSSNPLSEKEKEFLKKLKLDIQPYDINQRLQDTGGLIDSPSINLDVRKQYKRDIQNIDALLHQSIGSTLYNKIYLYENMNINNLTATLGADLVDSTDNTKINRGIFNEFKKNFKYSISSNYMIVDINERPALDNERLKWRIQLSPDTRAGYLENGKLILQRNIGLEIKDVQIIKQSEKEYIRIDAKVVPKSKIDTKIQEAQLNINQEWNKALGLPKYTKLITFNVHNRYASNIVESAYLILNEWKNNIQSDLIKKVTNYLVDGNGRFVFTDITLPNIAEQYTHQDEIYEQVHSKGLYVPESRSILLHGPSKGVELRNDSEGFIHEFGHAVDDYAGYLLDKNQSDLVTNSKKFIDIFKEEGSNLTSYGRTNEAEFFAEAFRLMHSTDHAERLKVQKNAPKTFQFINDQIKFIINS
* marks the source's active call; other numbers are inactive results; ? = inconclusive; nt = not tested or not shown. Cut-off read from the data, not from the text of the source, unless noted: active = inhibition above about 30%; inconclusive = no clear call, values can overlap the other calls; inactive = below that.

SMILES	Y pestis TopoI	FadD28 FP inh	PfHsp40 yeast	TcdB inh	BoNT A protease	CCHFV vOTU inh	PrPC TRFRET	BoNT-F LC inh	Anthrax LF prot
OC(CNCc1ccccc1)COCc1ccc(Cl)cc1 (stereo not given)	-11	-2.2	-0.6	-2.1	-0.6	5	1	-1	-1
COc1ccc(C(O)c2ncc(-c3ccccc3OC)[nH]2)cc1 (stereo not given)	4	-3.4	nt	0.3	-0.5	13	-4	-4	0
CCC1CO/C(=C(\C(Cl)=C(Cl)Cl)[N+](=O)[O-])N1 (stereo not given)	5	-2.8	-1.0	-0.4	0.4	13	2	-2	-3
Nc1nc(-c2ccccc2)nc2nonc12	7	-1.7	nt	2.6	-0.6	14	-34	-8	-2
OC[C@@H]1CN(Cc2ccccc2)C[C@H](n2cnc3c(NC4CCCC4)ncnc32)O1	12	1.2	nt	1.1	-0.2	-5	-2	-10	3
Cc1ccc(NC2=C(CC(=O)O)C(c3ccccc3)N(c3ccc(C)cc3)C2=O)cc1 (stereo not given)	-4	-0.1	-0.5	1.7	-0.8	4	7	-13	-4
COc1cc(OC)cc(C(=O)NN2CCOCC2)c1	0	-3.0	-0.4	0.3	-0.8	-7	-5	-9	-5
COc1ccccc1N1CCN(C2CCCN(C(=O)c3ccnc4ccc(C)cc34)C2)CC1 (stereo not given)	14	-1.1	-1.0	1.3	-40	-3	3	-70	-10
CCc1sc(NC(=O)CN2CCOCC2)nc1-c1ccccc1	10	-2.4	5.6	0.8	?	17	1	-1	-2
O=C(O)c1ccc(CSCc2ccccc2)o1	-8	-0.4	nt	-2.8	0.3	15	6	2	1
C=CCn1c(CNC(=O)c2ccccc2F)nnc1SCc1nc2ccccc2c(=O)[nH]1	6	-1.2	-0.9	0.3	-1.8	2	11	-11	-1
c1ccc(-c2ccc3c(c2)c2c4n3CCN=C4CCC2)cc1	18	-3.5	1.0	nt	2.3	3	-2	-32	-10
O=C(COc1cccc(F)c1)N[C@@H](Cc1ccccc1)c1nc2ccccc2[nH]1	-6	-1.0	0.3	0.9	1.2	12	12	-4	-1
COc1cccc(C(=O)NNS(=O)(=O)c2ccc(C)cc2)c1	-1	-0.1	-0.1	-1.1	4.4	4	-3	?	15
O=C(c1ccc(Cn2c(=S)[nH]c3ccccc3c2=O)cc1)N1CCN(c2ccccn2)CC1	11	-4.0	-1.5	-2.6	-1.4	-7	0	-11	-4
CCCNC(=O)C(Cc1ccccc1)NC(=O)c1ccc(C(F)(F)F)cc1 (stereo not given)	-9	-0.2	0.4	0.2	0.0	0	4	-3	3
CCCCOc1ccc(Cc2c(Cl)nc(SC)nc2N2CCOCC2)cc1	12	-2.1	0.3	nt	0.2	-9	-2	1	1
CCCCc1ccc(S(=O)(=O)NC(=O)C2(C)CCN2C(=O)Cc2ccccc2)cc1 (stereo not given)	1	-2.6	nt	-2.6	-0.1	8	7	0	-8
CCc1nc2c(cnn2-c2ccc(F)cc2)c(=O)n1-c1ccc(N2CCC(C)CC2)cc1	9	-0.6	-0.9	1.5	-6.0	11	-1	11	-6
S=C(Nc1ccccn1)Nc1ccccc1Cl	11	-9.6	2.6	-1.4	0.0	4	0	-6	-1
O=C(COC(=O)c1cc(=O)c2ccccc2o1)NCc1ccccc1	1	-2.2	-1.0	0.6	-1.3	10	-4	6	-4
CC1CCN(CCc2nc3cc(NC(=O)COc4ccc([N+](=O)[O-])cc4)ccc3n2C)CC1	0	-0.6	0.4	1.1	1.3	14	-21	-4	-2
O=C(N/N=C/c1ccccn1)c1cc(Br)ccc1O	-2	1.6	1.2	0.7	1.5	10	-3	-12	7
N#Cc1cc2c(nc1Cl)CCC2	-2	-1.4	-0.3	1.7	3.6	0	2	13	2
CCOC(=O)c1sc(-c2ccc(OC)cc2)cc1NC(C)=O	5	0.3	0.0	nt	0.6	-52	5	-4	-2
COc1ccc(C)cc1S(=O)(=O)N(CC(=O)Nc1cccc([N+](=O)[O-])c1)c1ccccc1	-7	-2.5	-0.4	0.4	-0.2	1	-5	-1	-2
NC(=S)Nc1cc(Cl)cc(Cl)c1	-1	-2.8	nt	2.0	0.0	-9	8	-16	-3
CCc1[nH]nc2c1C(C(C)C)C(C#N)=C(N)O2 (stereo not given)	-4	-1.8	0.5	nt	-0.8	-9	0	-6	-1
CCOC(=O)C1CCCN(C(=S)NC(=O)/C=C/c2ccc(F)cc2)C1 (stereo not given)	7	0.9	0.7	1.5	-1.7	-7	-6	-1	-1
O=C(CCn1c(=O)oc2ccccc21)N1CCN(c2ccccc2Cl)CC1	42	-3.5	4.5	nt	0.3	2	11	-9	-2
CCCN1C(=O)c2cc(C(=O)Nc3ccc(OC)c(OC)c3)ccc2C1Nc1ccc(OC)c(OC)c1 (stereo not given)	0	0.8	0.1	-0.8	-1.3	-17	-2	-6	-2
O=C(Nc1nccs1)c1cn(-c2ccccc2)nc1-c1ccccc1	-14	-5.6	0.1	nt	-0.7	-1	5	-13	-3
Nn1c(SCc2ccc(C(=O)O)cc2)nnc1-c1ccc(Cl)cc1Cl	-1	-1.4	0.0	2.7	-1.0	8	4	-2	0
O=C1NC[C@H](Cc2ccccc2)N(CC2CCN(CC3CCCC3)CC2)C1=O	-1	-2.8	-1.9	0.6	-1.3	-6	-3	-8	-5
COc1ccc2nc(SCCN(C)C)[nH]c2c1	1	-0.6	0.2	-0.2	0.0	-7	1	-3	2
Cc1cc(C)c(NC(=O)COC(=O)CCn2c(C)csc2=O)c(C)c1	-2	1.1	-1.0	2.0	nt	4	2	nt	nt
CCN1CCN(c2ccc([N+](=O)[O-])cc2C(=O)c2ccc(Cl)cc2)CC1	3	-4.3	-0.9	nt	-1.1	18	-17	-4	-4
CCC(C)N(C(=O)CSc1nc(C)nc2ccccc12)C1CCS(=O)(=O)C1 (stereo not given)	6	-3.2	-0.4	0.9	-0.6	11	-1	-2	-8
CCn1ncc(CNC(=O)C2(C)CC2(Cl)Cl)c1C (stereo not given)	-2	-4.0	0.2	1.7	1.5	-2	0	12	0
Cc1occc1-c1nnc(SCC(=O)NC2CCCC2)n1-c1ccccc1	4	-0.7	0.2	nt	0.2	14	-2	16	-2
Clc1ccc(SCc2cc(-c3ccccc3)on2)cc1	24	-3.1	-0.2	nt	-0.4	11	3	8	-8
CCC(C)C(NC(=O)OCc1ccccc1)C(=O)NC(Cc1ccc(O)cc1)C(=O)OC (stereo not given)	-6	-0.7	1.1	1.3	0.0	-12	1	0	-5
CS(=O)(=O)N1CCC(C(=O)Nc2ccc(OCc3ccccc3)cc2)CC1	3	1.1	-1.2	0.3	0.8	-8	6	-8	-2
COc1ccc2sc(-c3ccccc3OC)c(-c3ccc(OCCN4CCOCC4)cc3)c2c1	3	-1.8	-0.8	nt	-0.1	nt	nt	8	1
O=C(N/N=C/c1ccncc1)C1CC1C(=O)N/N=C/c1ccncc1 (stereo not given)	1	-4.2	0.1	nt	-0.4	5	-11	-3	0
CCC(=O)Nc1ccc(S(=O)(=O)N2CCCCC2)cc1OC	0	-1.2	1.2	nt	-0.7	4	9	-8	0
CC(=O)Nc1ccc(NC(=O)CSc2ccc(-c3cccnc3)nn2)cc1	5	-1.5	-0.8	4.2	-1.3	3	-3	-7	0
CCC1(c2ccc(C)cc2)C(=O)NC(=S)NC1=O	nt	-2.9	nt	1.5	0.3	-3	2	-2	-2
CCOc1ccc(S(=O)(=O)N2CCN(Cc3ccccc3)CC2)cc1	-4	0.1	-0.2	-0.5	3.6	14	-1	-9	6
CCOC(=O)/C=C/C(=O)Nc1ccc(-c2nnc3n2CCCCC3)cc1	8	nt	0.2	-0.1	-2.7	-7	1	4	1
COc1ccc(Cn2nnnc2C(c2cccs2)N2CCN(c3ccccc3)CC2)cc1 (stereo not given)	6	0.9	1.3	nt	-0.5	0	5	1	-9
CS(=O)(=O)N1CCc2cc(C(=O)NC3CC3)ccc21	8	-1.0	-0.3	1.1	0.3	-13	-4	2	0
C/C(=N\NC(=O)C1COc2ccccc2O1)c1ccccn1 (stereo not given)	-1	-2.2	0.9	nt	-2.1	8	1	-9	-1
Cc1cccc(NC(=O)[C@@H]2CCCN2C(=O)OC(C)(C)C)c1C	5	0.2	0.2	1.3	-4.4	2	-1	-5	-16
Cc1ccc2oc(=O)cc(CN3CCN(Cc4ccccc4)CC3)c2c1	1	-1.5	2.3	1.3	-2.0	-11	-6	-3	3
CCc1ccc(C2NC(=S)NC3=C2C(=O)N(c2ccccc2OC)C(c2ccc(CC)cc2)N3)cc1 (stereo not given)	22	-2.0	-0.9	nt	1.2	-8	-9	-21	2

13 entries from above, sorted by SMILES length, rising:
SMILES	Y pestis TopoI	FadD28 FP inh	PfHsp40 yeast	TcdB inh	BoNT A protease	CCHFV vOTU inh	PrPC TRFRET	BoNT-F LC inh	Anthrax LF prot
Clc1ccc(SCc2cc(-c3ccccc3)on2)cc1	24	-3.1	-0.2	nt	-0.4	11	3	8	-8
CCn1ncc(CNC(=O)C2(C)CC2(Cl)Cl)c1C (stereo not given)	-2	-4.0	0.2	1.7	1.5	-2	0	12	0
CS(=O)(=O)N1CCc2cc(C(=O)NC3CC3)ccc21	8	-1.0	-0.3	1.1	0.3	-13	-4	2	0
CCC(=O)Nc1ccc(S(=O)(=O)N2CCCCC2)cc1OC	0	-1.2	1.2	nt	-0.7	4	9	-8	0
CCOc1ccc(S(=O)(=O)N2CCN(Cc3ccccc3)CC2)cc1	-4	0.1	-0.2	-0.5	3.6	14	-1	-9	6
Cc1occc1-c1nnc(SCC(=O)NC2CCCC2)n1-c1ccccc1	4	-0.7	0.2	nt	0.2	14	-2	16	-2
O=C(N/N=C/c1ccncc1)C1CC1C(=O)N/N=C/c1ccncc1 (stereo not given)	1	-4.2	0.1	nt	-0.4	5	-11	-3	0
CC(=O)Nc1ccc(NC(=O)CSc2ccc(-c3cccnc3)nn2)cc1	5	-1.5	-0.8	4.2	-1.3	3	-3	-7	0
CS(=O)(=O)N1CCC(C(=O)Nc2ccc(OCc3ccccc3)cc2)CC1	3	1.1	-1.2	0.3	0.8	-8	6	-8	-2
COc1ccc(Cn2nnnc2C(c2cccs2)N2CCN(c3ccccc3)CC2)cc1 (stereo not given)	6	0.9	1.3	nt	-0.5	0	5	1	-9
COc1ccc2sc(-c3ccccc3OC)c(-c3ccc(OCCN4CCOCC4)cc3)c2c1	3	-1.8	-0.8	nt	-0.1	nt	nt	8	1
CCC(C)C(NC(=O)OCc1ccccc1)C(=O)NC(Cc1ccc(O)cc1)C(=O)OC (stereo not given)	-6	-0.7	1.1	1.3	0.0	-12	1	0	-5
CCc1ccc(C2NC(=S)NC3=C2C(=O)N(c2ccccc2OC)C(c2ccc(CC)cc2)N3)cc1 (stereo not given)	22	-2.0	-0.9	nt	1.2	-8	-9	-21	2

Hits appear at their usual frequency. About 2.3% of those tested had a hit in this group.
